Compound activity as filed in PubChem.
NOD2 inhibition = NOD2 signaling inhibitors, cell-based, luminescence, uHTS, HEK293 (AID 1566); HEK293 NOD2/NF-kB luciferase reporter, luminescence; higher % means a stronger effect; actives 0.63% (n = 290,000); inhibition, % at 4 µM; hits with a dose series show EC50 in µM; note: many of its hits are not listed in these tables
SV40 large T antigen = SV40 large T antigen inhibitors, biochemical (AID 1903); SV40 large T antigen ATPase/helicase inhibition assay; higher % means a stronger effect; inhibition, % at 20 µM; hits with a dose series show IC50 in µM; actives 0.39% (n = 310,000); in the data active = a potency from the dose series; note: strong numbers were not always called active
HIV fusion peptide = inhibitors of HIV fusion peptide binding, primary screen, biochemical, uHTS, fluorescence dequenching (AID 1986); cell-free peptide binding, fluorescence dequenching, 30 min; higher % means a stronger effect; actives 0.3% (n = 290,000); one-dose inhibition, % at 20 µM; IC50 in µM for titrated hits; in the data active = inhibition mostly above about 52%, no sharp cut-off; inactive = mostly below about 76%; note: some results filed as inactive read as strong as hits
GPR55 beta-arrestin = GPR55 agonists via beta-arrestin recruitment, primary screen, imaging, U2OS cells, beta-arrestin-GFP redistribution (AID 1961); U2OS GPR55 beta-arrestin-GFP redistribution imaging; higher % means a stronger effect; one-dose activation, % at 10 µM; EC50 in µM for titrated hits; actives 0.048% (n = 290,000);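 active = activation above 40% with more than 50 cells counted in the well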;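 note: U2OS osteosarcoma cells stably expressing GPR55 and beta-arrestin-GFP; plate controls were DMSO negative control for no effect and LPI positive control for full effect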
KOR beta-arrestin-1 = KOR antagonists, beta-arrestin recruitment, cell-based, luminescence, uHTS (AID 1778); Kappa-type opioid receptor (Homo sapiens); KOR beta-arrestin recruitment, luminescence, antagonist mode; higher % means a stronger effect; inhibition, % at 10 µM; hits with a dose series show IC50 in µM; actives 0.091% (n = 290,000); note: strong numbers were not always called active
GPR55 LPI antagonism = GPR55 antagonists blocking LPI-driven arrestin recruitment, primary screen, imaging, U2OS, beta-arrestin-GFP, LPI agonist (AID 2013). U2OS GPR55 beta-arrestin-GFP translocation imaging, LPI antagonism; higher % means a stronger effect. one-dose inhibition, % at 10 µM; IC50 in µM for titrated hits. actives 0.13% (n = 290,000);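 active = spots per cell inhibited over 60%, with over 100 cells counted and total cytoplasm intensity under 500,000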;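 note: U2OS cells stably carrying GPR55 and arrestin-GFP stimulated by 5 µM LPI near EC80; imaged beta-arrestin-GFP aggregate spots per cell after agonist stimulation; plate controls were LPI-stimulated DMSO wells for no effect and DMSO wells without LPI for full effect; some results filed as inactive read as strong as hits; confirmed hits need IC50 under 10 µM and bright autofluorescent wells are also inconclusive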
KOR beta-arrestin-2 = KOR agonists, beta-arrestin recruitment, primary screen, cell-based, luminescence, uHTS (AID 1777) | actives 0.02% (n = 280,000) | activation, % at 10 µM; hits with a dose series show EC50 in µM | KOR beta-arrestin recruitment, luminescence; higher % means a stronger effect | Kappa-type opioid receptor (Homo sapiens); in the data active = activation above about 50%, passing the limit was not always enough; note: a part of the inactive calls stands beside numbers as strong as those of hits
Rac1 GTP hydrolysis = MgcRacGAP GTPase-activating activity inhibitors, confirmation, biochemical, ADP Hunter fluorescence; Rac GTPase-activating protein 1 (Homo sapiens); MgcRacGAP-stimulated Rac1 GTP hydrolysis, ADP Hunter fluorescence; higher % means a stronger effect; GST-tagged Rac1 F28L mutant substrate; one-dose inhibition, % at 30 µM; IC50 in µM for titrated hits; actives 0.6% (n = 340,000); AID 624330, 2012;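 active = first-screen hits whose inhibition reached a set limit at any dose in the follow-up dose series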;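 note: fluorescence reports GDP produced by GAP-driven GTP hydrolysis; strong numbers were not always called active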
NOD1 NF-kB reporter = NOD1 signaling inhibitors, primary screen, cell-based, luminescence, uHTS (AID 1578). actives 1% (n = 290,000). NOD1-driven NF-kB luciferase reporter cells, luminescence; higher % means a stronger effect. inhibition, % at 4 µM; hits with a dose series show EC50 in µM; in the data active = inhibition mostly above about 36%, no sharp cut-off; inactive = mostly below about 34%;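 note: HEK-293T reporter cells stimulated with the NOD1 agonist gamma-tri-DAP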
Active calls of the source: *; x = not tested or not shown; [ ] = another dose, or the depositor's remark. Cut-off read from the data, not from the text of the source, unless noted: active = inhibition above about 50%; inactive = the rest. A portion of the library. The share of hits here may be higher or lower than overall.

A first look (6 entries):
Each structure is followed by: NOD2 inhibition, Rac1 GTP hydrolysis, HIV fusion peptide, GPR55 beta-arrestin, GPR55 LPI antagonism, NOD1 NF-kB reporter, KOR beta-arrestin-2, KOR beta-arrestin-1, SV40 large T antigen
Cc1ncc(CO)c2c1Oc1nc(-c3ccccc3)nc(SCC(=O)Nc3cccc(O)c3)c1C2
 : 16%, 8%, 38%, -0.1%, -9%, -33%, -1.1%, -16%, 26%
O=C(NNC(=S)NCC1CCCO1)c1cccc(S(=O)(=O)N2CCOCC2)c1 (configuration not stated)
 : 17%, 9%, -2.0%, 0.0%, 8%, -30%, -2.2%, -5%, 7%
CSc1nc(Oc2ccc(C)cc2)cc(C(F)(F)F)n1
 : -10%, 2%, -2.6%, -0.2%, 4%, x, 1.2%, -13%, -2%
O=C(NCCN1CCCCC1)c1ccc(F)cc1Cl
 : -20%, 8%, 0.4%, -0.1%, -7%, -12%, 0.5%, -23%, 4%
C=CCc1ccc(OCCCCN2CC(C)OC(C)C2)c(OC)c1 (configuration not stated)
 : -5%, 16%, -1.1%, -0.1%, -1%, 9%, 0.5%, -50%, 2%
CC(=O)N1CCSc2ccc(S(=O)(=O)N3CCC(C)CC3)cc21
 : 17%, 2%, -2.3%, 0.3%, 5%, 17%, 1.8%, -35%, 6%

The whole of this part, from the first entry:
Each structure is followed by: NOD2 inhibition, Rac1 GTP hydrolysis, HIV fusion peptide, GPR55 beta-arrestin, GPR55 LPI antagonism, NOD1 NF-kB reporter, KOR beta-arrestin-2, KOR beta-arrestin-1, SV40 large T antigen
Cc1ncc(CO)c2c1Oc1nc(-c3ccccc3)nc(SCC(=O)Nc3cccc(O)c3)c1C2
 : 16%, 8%, 38%, -0.1%, -9%, -33%, -1.1%, -16%, 26%
O=C(NNC(=S)NCC1CCCO1)c1cccc(S(=O)(=O)N2CCOCC2)c1 (configuration not stated)
 : 17%, 9%, -2.0%, 0.0%, 8%, -30%, -2.2%, -5%, 7%
CSc1nc(Oc2ccc(C)cc2)cc(C(F)(F)F)n1
 : -10%, 2%, -2.6%, -0.2%, 4%, x, 1.2%, -13%, -2%
O=C(NCCN1CCCCC1)c1ccc(F)cc1Cl
 : -20%, 8%, 0.4%, -0.1%, -7%, -12%, 0.5%, -23%, 4%
C=CCc1ccc(OCCCCN2CC(C)OC(C)C2)c(OC)c1 (configuration not stated)
 : -5%, 16%, -1.1%, -0.1%, -1%, 9%, 0.5%, -50%, 2%
CC(=O)N1CCSc2ccc(S(=O)(=O)N3CCC(C)CC3)cc21
 : 17%, 2%, -2.3%, 0.3%, 5%, 17%, 1.8%, -35%, 6%
Nc1cc(=O)[nH]c(SCC(=O)Nc2cccc(Cl)c2)n1
 : 7%, 5%, -2.2%, 0.0%, -12%, -5%, -2.5%, -17%, 1%
CCOc1ccc(OCCCCNCCN)cc1
 : 11%, x, -0.4%, -0.2%, 9%, -8%, -5.3%, -4%, 10%
CC(NC(=O)C(=O)N/N=C\c1ccc([N+](=O)[O-])cc1)c1ccccc1 (configuration not stated)
 : 9%, 2%, -0.8%, -0.2%, 10%, -43%, 4.1%, -11%, -2%
O=c1c2[nH]cnc2n(-c2ccccc2)c(=O)n1Cc1ccccc1
 : 1%, 8%, 2.3%, -0.1%, 9%, -14%, 1.3%, -21%, 8%
CC(C)(CC(=O)O)CC(=O)O
 : 10%, 2%, 1.0%, -0.1%, -4%, 21%, -0.2%, -34%[20 µM], 4%
CCOC(=O)CNC(=O)N1CCc2ccc(NC(=O)c3ccccc3Cl)cc2C1
 : -6%, -4%, -0.9%, -0.4%, -15%, -31%, 0.3%, -124%[20 µM], -1%
CC(=O)NS(=O)(=O)c1ccc(NC(=O)CSc2ccccc2)cc1
 : 4%, 6%, -1.4%, 0.0%, -4%, -3%, 7.5%, 42%, 11%
CCNC(=O)C1CC(=O)OC12CCCCC2 (configuration not stated)
 : 10%, 8%, -0.1%, -0.1%, -7%, 22%, 3.2%, -12%, -4%
O=C(NCC1OCCc2ccccc21)C1COc2ccccc2O1 (configuration not stated)
 : 0%, 4%, -0.3%, -0.4%, 17%, -36%, 1.7%, -15%, 2%
COC(=O)c1c(-c2ccc(C)cc2)csc1NC(=O)C1CC=CCC1C(=O)O (configuration not stated)
 : -51%, 12%, 5.4%, 0.0%, 10%, -38%, 3.2%, 19%, 3%
Fc1ccc(-c2ccc(CNCc3ccccn3)o2)cc1
 : -23%, 6%, -0.1%, 0.3%, 10%, -32%, 3.6%, -12%[20 µM], 15%
Cc1cc(C)c2nc(N3CCC(C(=O)N4CCN(C(=O)c5ccco5)CC4)CC3)sc2c1
 : 0%, 7%, -0.5%, -0.2%, 13%, 2%, 0.7%, 5%, 9%
CCC1CCCCN1C(=O)CCc1nnc(Cc2cc(OC)ccc2OC)o1 (configuration not stated)
 : -43%, 6%, -1.1%, 0.4%, -2%, -5%, 2.7%, -20%, 3%
CSc1nc(Oc2ccc(F)cc2F)cc(C(F)(F)F)n1
 : 23%, -6%, 1.1%, -0.1%, 18%, 2%, -2.4%, -1%, 9%

Following part.
Each structure is followed by: NOD2 inhibition, Rac1 GTP hydrolysis, HIV fusion peptide, GPR55 beta-arrestin, GPR55 LPI antagonism, NOD1 NF-kB reporter, KOR beta-arrestin-2, KOR beta-arrestin-1, SV40 large T antigen
Cc1ccccc1N1CCN(CCC(=O)Nc2ccc(F)cc2)CC1
 : -13%, -1%, 0.1%, -0.2%, -6%, -37%, 6.7%, -11%[20 µM], 26%
O=C(COc1ccc(Cc2ccccc2)cc1)c1ccc(F)cc1
 : -17%, 6%, -0.1%, -0.2%, -9%, -20%, 0.2%, 8%, 4%
Cc1cc(C)n(CC(=O)NNC(=O)CCCOc2ccc(Cl)cc2C)n1
 : 2%, 0%, 0.9%, 0.0%, 21%, -21%, 2.9%, 4%, 15%
CCc1cc2c(SCC#N)ncnc2s1
 : 22%, 1%, 0.9%, -0.1%, -12%, 39%, 2.6%, -55%[20 µM], -7%
COc1ccc2c(c1OC)C(=O)N(c1ncn[nH]1)C2
 : -2%, 5%, -2.0%, -0.2%, 9%, -15%, -1.1%, 22%, 9%
Cn1cc(Br)c(C(=O)Nc2ncc(Br)s2)n1
 : -102%, 5%, -0.9%, 0.2%, 3%, -62%, -2.3%, -230%[20 µM], -2%
COC(=O)c1ccc(NC(=O)CN2C(=O)CCC2=O)cc1
 : 13%, -2%, -1.4%, 1.2%, 10%, 18%, 4.3%, 18%, 9%
O=S(=O)(Cc1ccccc1)N1CCN(c2ncccn2)CC1
 : 16%, 7%, 0.7%, 1.2%, -4%, -22%, -1.3%, 35%, 23%
CC(C)(C)OC(=O)N1CCC(CC2CC(c3cccc(Br)c3)=NO2)(C(=O)NCC2CCCCC2)CC1 (configuration not stated)
 : 4%, 14%, 0.2%, -0.2%, 17%, 0%, -3.7%, 0%[20 µM], 3%
CC(=O)Nc1ccc(S(=O)(=O)Nc2ccn(Cc3ccccc3Cl)n2)cc1
 : 11%, 15%, -0.8%, 0.3%, -1%, -42%, 0.8%, 0%, x
O=C(Nc1ccccc1C(=O)N1CCCC1)C1COc2ccccc2O1 (configuration not stated)
 : -2%, 6%, -1.6%, -0.3%, -16%, -44%, -6.3%, -3%, 18%
Cn1ccnc1C(=O)c1ccc(S(=O)(=O)N2CCCC2)cc1
 : 15%, 7%, -1.8%, -0.5%, -2%, -16%, -6.4%, -7%, 7%
CCOC(=O)Cn1c(=O)oc2cc(S(=O)(=O)N3CCN(C(=O)c4ccco4)CC3)ccc21
 : -1%, 7%, 5.8%, 0.2%, 8%, -19%, 0.3%, 45%, 5%
O=S(=O)([N-]c1nc2ccccc2nc1-[n+]1ccccc1)c1ccc(Cl)cc1
 : 18%, 3%, 0.1%, -0.1%, 9%, 10%, 4.7%, 6%, 1%
c1ccc(CCc2nn3c(Cc4ccccc4)nnc3s2)cc1
 : 6%, 8%, 2.5%, 0.1%, 2%, -24%, -6.5%, -4%, 6%
CCCc1cc(=O)[nH]c(Nc2ccc(OC)c(Cl)c2)n1
 : -13%, 2%, -0.2%, 0.2%, -17%, -12%, -4.6%, -14%, 3%
COc1ccc(C2CC(=O)c3cnc(N4CCN(Cc5ccccc5)CC4)nc3C2)cc1 (configuration not stated)
 : 6%, 5%, -3.1%, -0.2%, 0%, -6%, -3.5%, 6%, 5%
OC(c1ccccn1)c1c[nH]c2ccccc12 (configuration not stated)
 : 25%, -6%, -1.2%, -0.1%, 1%, 0%, -2.6%, 5%, 16%
Cc1c(C)c2c(OCC(=O)Nc3ccc(CCO)cc3)cc3c(c2oc1=O)CCC(C)(C)O3
 : 20%, 8%, 1.4%, 0.1%, -7%, 1%, 0.8%, 0%[20 µM], 4%
Clc1ccc(Cl)c(OCCCCN2CCNCC2)c1
 : 5%, 7%, 1.3%, -0.1%, 14%, -4%, 2.7%, -24%, 13%

Going on with the list:
Each structure is followed by: NOD2 inhibition, Rac1 GTP hydrolysis, HIV fusion peptide, GPR55 beta-arrestin, GPR55 LPI antagonism, NOD1 NF-kB reporter, KOR beta-arrestin-2, KOR beta-arrestin-1, SV40 large T antigen
COc1ccc(S(=O)(=O)N2CCN=C2SCc2cccnc2)cc1
 : 3%, 12%, -1.7%, 0.5%, 2%, -26%, -4.1%, -18%, 9%
Cc1ccccc1OS(=O)(=O)c1cn(C)c(=O)n(C)c1=O
 : 8%, 2%, -0.9%, -0.1%, 9%, -13%, -6.2%, -24%[20 µM], 4%
CCOC(=O)c1c(C)n(C)c2ccc(OCC(O)CNC(CC)CO)cc12 (configuration not stated)
 : -3%, 13%, 7.8%, -0.2%, 2%, -26%, 2.4%, -34%, 21%
CCOC(=O)C1CCN(c2ccc(C(=O)O)cc2[N+](=O)[O-])CC1
 : 14%, 4%, -1.0%, -0.2%, 2%, -15%, -4.5%, -4%, 5%
CC(=O)N1c2ccccc2C(CBr)=CC1(C)C
 : 5%, 9%, 0.0%, 1.4%, 8%, -16%, 4.4%, -2%, 8%
O=C(Nc1cccc(Cl)c1)c1cc2c(=O)n3ccccc3nc2s1
 : -6%, 10%, -0.9%, 1.0%, 12%, -34%, -1.7%, 2%, 12%
COc1cccc(-c2cc(C(=O)NCc3ccc(Cl)cc3)no2)c1
 : -7%, 3%, 7.4%, -0.5%, 9%, -1%, -0.7%, -2%, 7%
COc1ccc(-c2cc(C(=O)Nc3cc(C)n(Cc4ccc(Cl)cc4)n3)no2)cc1OC
 : 20%, 5%, 4.1%, -0.1%, 2%, -92%, 1.2%, -179%, 7%
